BRCA1 expr act – activators of BRCA1 expression | AID 624202 | MCF7-BRCA1-FFLuc reporter, luminescence, 48 h; response scale: scaled: vehicle 0%, 10 µM genistein 100% | Potency, µM (top dose mostly 46.1 µM), inactives show at the highest dose activation, usual class: activators | 380,000 tested, 1.1% active; note: potency is the fitted concentration of half-maximal effect; nearly all actives have a fitted effect of over 80% in size; some results filed as inactive show a strong effect at the top dose
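First, MCF7-BRCA1-FFLuc cells (2000/well) attach for 2 h; next, compounds are pin-added and incubated 48 h at 37 °C; finally, luciferase reagent is added and luminescence read after 15 min.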
TSG101-PTAP inh – blocks PTAP/TSG101 interaction to inhibit HIV-1 budding; Q99816; Potency, µM (doses to about 115 µM), for the others: at the highest dose activity change, negative = inhibition, hits mostly inhibitors; Fluorescence polarization, FITC-PTAP peptide / Tsg101 binding; 340,000 tested, under 10 active; active = well fitted inhibition curve with a large enough effect in the main read-out, with a control signal flat, not every such curve was filed as active; inconclusive = small, poorly fitted or top-dose-only effect, or effect the other way, or a change in a side signal; inactive = no such curve, though single readings can be large or run the other way; note: potency is the fitted concentration of half-maximal effect; % of control where 0% means no effect
Target sequence (Q99816 whole entry, looked up): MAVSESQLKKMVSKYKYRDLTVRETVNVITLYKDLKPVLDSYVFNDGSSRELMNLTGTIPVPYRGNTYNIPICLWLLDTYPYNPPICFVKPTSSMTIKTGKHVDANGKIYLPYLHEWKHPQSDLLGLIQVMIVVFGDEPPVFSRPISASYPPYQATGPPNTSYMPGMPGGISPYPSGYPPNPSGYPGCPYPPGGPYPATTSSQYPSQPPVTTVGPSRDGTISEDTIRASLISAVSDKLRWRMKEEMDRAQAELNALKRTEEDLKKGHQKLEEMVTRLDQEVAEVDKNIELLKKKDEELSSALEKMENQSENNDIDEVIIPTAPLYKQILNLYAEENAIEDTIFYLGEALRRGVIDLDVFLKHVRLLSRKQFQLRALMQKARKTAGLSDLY
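Fluorescence polarization binding of Tsg101 binding domain (10 uM final) to FITC-labeled PTAP peptide (50 nM final) in HEPES pH 7.5 buffer with NaCl, Tween 20, EDTA, TCEP. Compounds added before peptide; binding 20 min at RT.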
TCR activator – T cell receptor activation; AID 504894; Potency, µM (doses to about 9.22 µM), for the others: at the highest dose activation of IL-2 secretion, actives largely listed as activators; primary human leukocytes, anti-CD3, IL-2 HTRF, 48 h; 330,000 tested, under 10 active; note: % of control where 0% means no effect
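Primary human leukocytes incubated 48 hr with anti-CD3 beads plus compound, without co-stimulation. Secreted IL-2 measured by HTRF (europium cryptate/d2 anti-IL-2 pair, 320 nm excitation, 665 nm emission).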
Integrin act MD – activators of alpha7 integrin expression for muscular dystrophy; alpha7betagal myoblasts, beta-gal FDG fluorescence, 48 h; Potency, µM (top dose mostly 38.3 µM), for inactives: at the top dose activation, usual class: activators; 350,000 tested, 0.064% active;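 note: potency is the fitted concentration of half-maximal effect; 100% = response of the positive control SU9516; nearly all actives have a fitted effect of over 60% in size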
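Alpha7betagal+/- myoblasts (passage 13) were plated 16-24 hr, then exposed to compounds (1:260 dilution of DMSO stock) for 48 hours at 37C. After MPER lysis, β-galactosidase reporter activity was read as FDG fluorescence (ex 480/em 540) after 30 minutes.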
MLL CXXC-DNA inh – MLL CXXC-DNA interaction inhibition. Potency, µM (series often up to 115 µM), inactives show at the highest dose activity change, negative = inhibition, actives largely listed as inhibitors. 290,000 tested, 0.037% active. MLL-CXXC / FITC-HOXA9 DNA fluorescence polarization. Q03164; active = well fitted inhibition curve with a large enough effect in the polarisation, with a control signal flat, not every such curve was filed as active; inconclusive = small, poorly fitted or top-dose-only effect, or effect the other way, or a change in a side signal; inactive = no such curve, though single readings can be large or run the other way; the % refers to the polarisation; note: potency is the fitted concentration of half-maximal effect
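Purified MLL-CXXC (added from a 7 uM solution) was preincubated 5 min at ambient with pinned compounds in 50 mM Tris-HCl pH 7.5, 50 mM NaCl, 1 mM DTT, 0.05% BSA. Fluorescein-labeled HOX-A9 DNA (50 nM solution) followed, 30 min, then polarization read.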
ELG1 repair inh – blocks ELG1-dependent DNA repair in HEK293T cells | 330,000 tested, 2.3% active | Potency, µM (top dose mostly 46.1 µM), inactives show at the top dose activity change, negative = inhibition, hits mostly inhibitors | HEK293T ELG1-luciferase reporter, luminescence, 16 h; DNA damage induced by 5-fluorouridine; note: potency is the fitted concentration of half-maximal effect; % is set by controls: 0 for no effect and ±100 for the full control effect; nearly all actives have a fitted effect of over 55% in size
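In this reporter screen, reduction of luminescence relative to DMSO vehicle indicated activity. Compounds and 5-fluorouridine were added together to 2,000 cells per well, incubated for 16 hr at 37 °C, then developed with ONE-Glo.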
B2AR arrestin – agonists driving beta-arrestin recruitment to human beta2-adrenergic receptor; P07550; beta-arrestin recruitment to beta2AR, cell-based reporter; Potency, µM (doses to about 46.1 µM), inactives show at the top dose activation, most hits filed as activators; 330,000 tested, 0.02% active;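 note: potency is the fitted concentration of half-maximal effect; 0% = DMSO controls and full agonism = EC100 isoproterenol or metaproterenol; nearly all actives have a fitted effect of over 65% in size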
Target sequence (P07550 whole entry, looked up): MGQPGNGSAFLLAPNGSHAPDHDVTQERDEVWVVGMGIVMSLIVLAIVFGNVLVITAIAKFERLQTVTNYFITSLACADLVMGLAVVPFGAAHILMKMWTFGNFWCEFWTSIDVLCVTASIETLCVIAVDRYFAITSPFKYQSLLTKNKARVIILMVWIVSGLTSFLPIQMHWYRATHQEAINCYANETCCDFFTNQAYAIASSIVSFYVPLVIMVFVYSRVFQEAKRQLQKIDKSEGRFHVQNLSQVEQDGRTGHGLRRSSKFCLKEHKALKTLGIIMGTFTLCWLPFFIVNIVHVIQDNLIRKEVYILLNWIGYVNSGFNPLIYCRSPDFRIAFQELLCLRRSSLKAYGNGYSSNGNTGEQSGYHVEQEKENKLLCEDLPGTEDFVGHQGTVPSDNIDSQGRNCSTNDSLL
TRPV1 agonist – activates the human vanilloid receptor TRPV1. TRPV1-expressing cells, Fluo-8 calcium influx, agonist mode. Q8NER1. activation, % at 8.33 µM. AID 540275. 320,000 tested, 0.19% active; in the data active = activation above about 80%; inconclusive = between about 30% and that limit; note: 0% is about no effect
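Fluo-8 calcium influx in TRPV1-expressing cells, kinetic read (ex 480/em 520 nm). Compound added and read 3 min for agonist activity, followed by capsaicin at EC20 final and 2 min further read for enhancement.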
p53 reactivator – mutant p53 re-activation in reporter cells. H1299 p53-A138V BP100-luciferase reporter, luminescence, 24 h. Potency, µM (highest dose often 92.2 µM), for the others: at the highest dose activity change, positive = activation, usual class: activators. 320,000 tested, 0.063% active; note: potency is the fitted concentration of half-maximal effect; % of control where 0% means no effect; nearly all actives have a fitted effect of over 45% in size
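p53-null H1299 cells stably carrying temperature-sensitive p53-A138V and a BP100-luciferase reporter were pinned with compounds (4-point, 1:5 series) and held 24 hrs at 37 deg C. Luminescence was read 10 min after detection reagent.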
A-T KAP1 phos – potential ataxia-telangiectasia treatments restoring KAP-1 phosphorylation; […] A-T fibroblasts, KAP-1 phosphorylation AlphaLISA; neocarzinostatin DNA damage 30 min before lysis; Potency, µM (doses to about 57.5 µM), without a hit: at the top dose activation, actives largely listed as activators; 320,000 tested, 0.19% active; note: potency is the fitted concentration of half-maximal effect; % of control where 0% means no effect; nearly all actives have a fitted effect of over 45% in size
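ATM-like activity read as KAP-1 phosphorylation via AlphaLISA donor/acceptor antibody pairs after lysis and 6 hr at 25C. Cells were ATM-null patient fibroblasts ([…], hTERT), dosed 60 min, then exposed to the DSB inducer NCS for 30 min.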
Starred values were filed as active, the others as inactive; ? = inconclusive; . = no result given; & = joins results of further samples; [ ] = remark or other dose. Unless noted, calls come from the whole dose curve; as a rule, active = well fitted curve in the direction sought with a large enough effect; inconclusive = small, poorly fitted or top-dose-only effect, or another doubt; inactive = no such curve, though single readings can be large; an effect the other way counts as inactive or inconclusive.

SMILES	BRCA1 expr act	TSG101-PTAP inh	TCR activator	Integrin act MD	MLL CXXC-DNA inh	ELG1 repair inh	B2AR arrestin	TRPV1 agonist	p53 reactivator	A-T KAP1 phos
CC(C)Sc1cc(N2CCOCC2)nc(-c2ccccc2)n1	-56%	-4%	0%[46.1 µM]	-48%[inhibitor]	0%	0%	-0.3%	?	1%	2%
CC(C)(C)c1ccc(-c2n[nH]c(=S)n2C2CCCC2)cc1	-81%	-3%	.	13%[7.66 µM]	30%	?	0.4%	13	3%	8%
Cc1ccc(N2C(=N)/C(=C3/Nc4ccccc4S3)C(c3ccccc3)C2=O)cc1 (stereo not given)	-22%	-12%	-4%[46.1 µM]	1%	?	?	-0.6%	25	?	4%
S=c1[nH]nc(Cn2cnc3ccccc32)n1-c1ccccc1	29%	-2%	4%	8.9µM*	0%	3%	-0.9%	2	-4%	2%
CSCCC(NC(=O)c1ccco1)C(=O)O (stereo not given)	-5%	-2%	0%	12%	5%	4%	-0.2%	-7	4%	-3%
CC(C)Cn1c(-c2cccs2)nc2ccccc21	1%	-2%	-4%	-11%	1%	?	-0.7%	9	-3%	0%
Cc1ccc(C)c(S(=O)(=O)NC(CCC(N)=O)C(=O)O)c1 (stereo not given)	12%	-1%	2%	9%	-9%	2%	-0.4%	-1	3%	5%
O=C(O)CNS(=O)(=O)c1ccc2c(c1)Cc1cc(S(=O)(=O)NCC(=O)O)ccc1-2	7%	0%	0%	14%	11%	-8%	3.4%	-1	.	-4%
O=C(/C=C/c1ccc(Br)cc1)NC(=S)Nc1ccc(S(=O)(=O)Nc2nccs2)cc1	-14%	-2%	1%[46.1 µM]	15%	-1%	8%	-0.7%	3	-1%	5%
O=C(COC(=O)c1cc([N+](=O)[O-])ccc1N1CCOCC1)NCc1ccc(Cl)cc1Cl	7%	-2%	3%	?	21%	?	0.4%	5	-8%	-13%
Cc1ccc(NC(=O)c2ccccc2NC(=O)c2cccnc2)cc1	-1%	-1%	.	-4%	-2%	?	0.9%	?	.	3%
C/C=C\C=C\C(=O)Nc1cccc(C2=NOC3(C2)C[C@@H](C(N)=O)N(C(=O)C(c2ccccc2)c2ccccc2)C3)c1 (stereo not given in full)	-3%	-3%	-5%	-16%	-2%	1%	-0.8%	0	-3%	?
O=C(O)COc1ccc(Nc2ccccc2)cc1	-22%	-1%	2%	-8%	-2%	2%	0.0%	-1	-2%	-4%
Cc1cccc(NS(=O)(=O)c2ccc(-c3cnc(C4CC4)o3)cc2)c1	-62%	-2%	11%	-16%	14%	?	0.2%	5	-1%	-17%
CC(C)OC(=O)/C(=C/c1ccco1)c1ccccc1	31%	-1%	.	2%	7%	17%	-0.2%	23	0%	3%
COc1cccc(-c2cc(C(=O)N3CCN(S(=O)(=O)c4ccccc4)CC3)[nH]n2)c1	0%	-4%	-2%	3%	.	4%	-0.3%	19	8%	0%
CC(OC(=O)Cn1[nH]c(=O)c2ccccc2c1=O)C(=O)Nc1ccc(F)cc1 (stereo not given)	-4%	-4%	-5%	17%	.	?	0.0%	-2	0%	1%
CC1(C)CC(C(=O)NCCC(c2ccccc2)c2ccco2)CCO1 (stereo not given)	-2%	1%	1%[46.1 µM]	5%	9%	12%	-0.5%	?	-3%	-1%
Cc1nn(CC(=O)N2CCN(c3cccc(C(F)(F)F)c3)CC2)c(=O)c2cccn12	21%	0%	2%	?	-10%	-24%	0.0%	2	-8%	1%
O=C(COc1ccccc1/C=C1\SC(=S)NC1=O)Nc1ccc(F)cc1	-66%[inhibitor]	-3%	1%[46.1 µM]	0%	.	?	-0.3%	.	26%	10%
COC(=O)c1c(C)[nH]c(C(=O)/C=C/c2ccccc2Cl)c1C	?	-6%	-3%	-2%	55%[activator]	?	-0.2%	18	17%	.
O=[N+]([O-])c1cc([N+](=O)[O-])c2n[nH]c(-c3ccccc3)c2c1	-9%	0%	7%	2%	15%	-4%	0.2%	0	2%	-5%
Cc1cc(C(=O)Nc2cccnc2)cs1	6%	.	.	27%	5%	10%	-0.4%	-1	9%	0%
COc1ccccc1N1CCN(C(=O)c2ccc(N(C)S(=O)(=O)c3ccccc3)cc2)CC1	-21%	-8%	2%	0%	7%	-21%	0.3%	-7	1%	-5%
CCCC(=O)Nc1ccc(C(=O)NCCc2ccc(F)cc2)cc1	37%	-2%	-1%[46.1 µM]	-6%	3%	?	-0.6%	3	?	-2%
Next section:
SMILES	BRCA1 expr act	TSG101-PTAP inh	TCR activator	Integrin act MD	MLL CXXC-DNA inh	ELG1 repair inh	B2AR arrestin	TRPV1 agonist	p53 reactivator	A-T KAP1 phos
COc1ccc(C(=O)N/C(=C\c2ccco2)C(=O)NCCCn2ccnc2)cc1	7%	-11%	5%[46.1 µM]	36%	4%	?	-0.1%	0	0%	-3%
CN1C(=O)/C(=C/c2cccc(Cl)c2)Sc2ccc(C(=O)N3CCCC3)cc21	0%	-4%	7%	8%	0%	?	0.4%	4	-10%	3%
C=CCNC(=O)c1onc(CSc2cccc(OC)c2)c1C(=O)NCC=C	-1%	2%	4%	19%	9%	-6%	-0.4%	16	0%	-10%
CCC(C)NCCOc1ccccc1C (stereo not given)	15%	0%	-3%	20%	19%	-12%	-0.6%	-9	-3%	-10%
CN(C)C(=O)[C@H]1C[C@H]1[C@@H](O)[C@H](CO)NC(=O)[C@H](COCc1ccccc1)NC(=O)OC(C)(C)C	19%	-2%	-7%	42%	15%	12%	0.0%	0	.	32%
CC(C)CNS(=O)(=O)c1ccc(S(=O)(=O)N2CCC3(CC2)OCCO3)cc1	-28%	-7%	10%[46.1 µM]	2%	-11%	?	0.0%	-3	-3%	.
COCCCN(CCNC(=O)c1ccc(NC2=NC3CS(=O)(=O)CC3S2)cc1)Cc1ccco1 (stereo not given)	-16%	-3%	0%	25%	8%	?	-0.2%	2	14%	-1%
N#C/C(=N\Nc1cccc(F)c1)C(=N)N1CCCCCC1	?	-4%	-15%	30%	2%	?	3.8%	?	?	0%
O=S(=O)(c1cccc(S(=O)(=O)N2CCC(N3CCCCC3)CC2)c1)N1CCOCC1	.	.	.	.	-3%	-7%	-0.3%	0	-1%	4%
N#Cc1c(N)sc2c1CCN(C(=O)OCc1ccccc1)C2	80%	-11%	0%	-14%	-4%	?	0.1%	?	-2%	-3%
O=C(Nc1ccc(F)cc1)c1ccc2c(=O)n3c(nc2c1)CCCCC3	0%	1%	-4%	5%	.	?	-1.7%	?	.	-3%
O=C(O)CCC(=O)Nc1cccc(C(=O)Nc2ccc(Br)cc2)c1	-28%	-2%	6%	0%	-27%	?	0.0%	8	3%	-3%
Cc1ccc(S(=O)(=O)Nc2c(C)n(C)n(-c3ccccc3)c2=O)cc1	16%&2%	0%&-2%	0%&2%	-4%&-25%	7%&-3%	-4%&-15%	-0.1%&-0.4%	0&1	-1%&2%	2%
CC(=O)Nc1ccc(C(=O)COC(=O)C2CC2)c(F)c1	75%	0%	7%	13%	.	?	-0.3%	-3	?	2%
CCN(C[C@H]1N[C@@](C)(C(=O)OC)[C@H]2C(=O)N(C)C(=O)[C@@H]12)C(=O)C1CCCCC1	15%	-2%	2%	29%	.	-1%	0.1%	.	-4%	-7%
COc1ccccc1C(CNC(=O)c1cccc(S(=O)(=O)N2CCCc3ccccc32)c1)N(C)C (stereo not given)	-19%	-5%	1%	-47%[inhibitor]	.	.	.	.	.	.
Cc1ccc(OCCNS(=O)(=O)c2ccc(N3CCCC3=O)cc2)cc1	-28%	-3%	0%[46.1 µM]	-19%	-1%	?	-0.5%	-1	-9%	-9%
Cn1c(-c2ccc(F)cc2)cnc1NCc1ccc(F)cc1	-1%	-4%	-1%	-19%	15%	0%	0.5%	-7	-3%	6%
Cc1ccccc1OCCC(=O)OCC(=O)Nc1c(C)nn(-c2ccccc2)c1C	19%	-6%	-1%	16%	.	11%	0.1%	?	6%	1%
CCOc1cc(CNC(C)C)c(Cl)cc1OCC(=O)NCCc1ccccc1	1%	-1%	0%	3%	8%	-4%	7.5%	1	-4%	1%
O=C1CC(c2ccc(Cl)cc2)SC(N(c2ccccc2)c2ccccc2)=N1 (stereo not given)	-58%	2%	1%[46.1 µM]	18%	-4%	-16%	-0.8%	20	-10%	3%
N#CCCCn1c(-c2ccccc2)noc1=O	3%	-4%	-1%	-8%[7.66 µM]	-6%	5%	-0.6%	-3	-3%	8%
COc1cccc2cc(C(=O)NCC3CCCO3)c(=O)oc12 (stereo not given)	1%	0%	-1%	2%	0%	?	0.0%	-2	25%	-1%
Fc1ccc(-n2c(-c3ccc4c(c3)OCO4)n[nH]c2=S)cc1Cl	-2%	-1%	2%[46.1 µM]	19%	-3%	?	6.3%	0	?	-3%

Compounds were not picked by outcome; 3.8% or so of the library scored in one or more.
